# TAAR1 antag = human TAAR1 antagonists, primary screen, Fluo-8 calcium fluorescence, CHO RD-HGA16 cells; Trace amine-associated receptor 1 (Homo sapiens), Q96RJ0; antagonist; inhibition, % at 3 µM; hit rate 1.5% among 360,000; AID 624466, 2012;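 active = inhibition above a per-plate cutoff, the mean inhibition of test compounds on that plate plus 3 SD, cut at about 49% in these data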;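 also: 0% = DMSO plus EC80 beta-PEA response and 100% = DMSO alone without agonist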
#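 Assay system: CHO-derived RD-HGA16 cells stably expressing human TAAR1 plus Gα16. Timing: 140 s kinetic read after compound, 140 s after agonist. Technique: kinetic Fluo-8 calcium fluorescence measurement. Measure: % inhibition of agonist calcium response.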
# M1 ag parental = counter-screen for M1 agonists: effect in parental CHO-K1 cells; Fluo-8 calcium fluorescence; scaled to maximal ATP response, vehicle zero; activation, % at 3 µM; hit rate 0.48% among 360,000; AID 602248, 2012; in the data active = activation above about 15%;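 also: untransfected CHO-K1 host cells lacking M1 receptor as counterscreen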
# OXTR potentiate = human OXTR potentiators, primary screen, fluorescence, CHO-OTR cells, Fluo-8 calcium; Oxytocin receptor (Homo sapiens), P30559; Fluo-8 calcium fluorescence, potentiator mode; 0% = oxytocin EC15, 100% = EC100; activation, % at 3 µM; hit rate 0.061% among 320,000;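 active = activation above that plate's cutoff, the mean activation of tested compounds plus 3 SD, cut at about 6.6% in these data, passing the limit was not always enough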;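 also: 100% uses oxytocin at 75 nM as the full agonist control; some results filed as inactive read as strong as hits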
#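 Material: human OTR in CHO cells. Compound: 3.0 µM, one dose. Timing: compound 6 min at room temperature before oxytocin, 100 s read. Evaluation: % activation of max/min ratio relative to oxytocin controls. Replication: single well per compound, singlicate. Signal: Fluo-8 calcium dye fluorescence.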
# CHO parental Ca = ATP-evoked calcium signal inhibitors, parental CHO, primary screen, counter-screen for OX1R antagonist project, cell-based, fluorescence, Fluo-8 calcium dye | parental CHO-K1, ATP-induced calcium, Fluo-8 fluorescence | inhibition, % at 5.6 µM | hit rate 0.63% among 330,000 | AID 463079, 2010;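 active = inhibition above that plate's mean sample inhibition plus 3 SD, cut at about 26% in these data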;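 also: 0% = ATP-challenged DMSO wells and 100% = DMSO wells without ATP; some compounds past the cut are filed as inactive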
#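 Assay system: parental CHO cells; Read-out basis: percent inhibition of ATP-evoked calcium rise, normalized to controls; Benchmarks: ATP and no-ATP DMSO wells; Compound dosing: single nominal dose of 5.6 µM per compound; Signal: Fluo-8 calcium dye fluorescence; Also added: ATP as calcium-mobilizing challenge; Repeats: singlicate.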
# V1R ag counter = agonists of human V1a receptor, primary screen, counter-screen for OXTR agonist project, fluorescence, CHO-V1R cells; Fluo-8 calcium fluorescence, agonist mode; 0% DMSO, 100% 3 nM vasopressin; activation, % at 3 µM; hit rate 0.25% among 320,000; AID 2797, 2010;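 active = activation above the mean activation of all tested compounds plus 3 SD, per screening run, cut at about 20% in these data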;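 also: signal is peak over basal fluorescence ratio across a 100 second FLIPR read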
# Target sequence (P37288 whole entry, looked up): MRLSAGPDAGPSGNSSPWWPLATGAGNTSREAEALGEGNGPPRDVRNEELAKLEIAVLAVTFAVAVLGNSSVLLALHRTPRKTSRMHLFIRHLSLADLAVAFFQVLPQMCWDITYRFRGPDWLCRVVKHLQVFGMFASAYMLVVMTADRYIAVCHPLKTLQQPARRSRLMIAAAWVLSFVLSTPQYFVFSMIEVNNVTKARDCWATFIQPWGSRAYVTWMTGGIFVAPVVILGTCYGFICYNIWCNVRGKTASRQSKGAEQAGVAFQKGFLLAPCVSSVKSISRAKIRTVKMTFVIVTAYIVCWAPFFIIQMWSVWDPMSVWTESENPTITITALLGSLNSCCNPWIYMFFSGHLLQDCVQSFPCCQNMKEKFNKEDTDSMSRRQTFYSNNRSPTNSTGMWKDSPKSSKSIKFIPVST
# CHRM1 agonist = human M1 muscarinic receptor agonists, primary screen, Fluo-8 calcium fluorescence, CHO-K1 cells, HTS. Muscarinic acetylcholine receptor M1 (Homo sapiens), P11229. CHO-K1 hM1, agonist mode; 0% DMSO, 100% acetylcholine EC100. activation, % at 3 µM. hit rate 0.33% among 360,000. AID 588814, 2011;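 active = activation above the run's mean compound activation plus 3 SD, cut at about 16% in these data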;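 also: peak over basal fluorescence ratio within a 140 s kinetic read after compound addition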
# Target sequence (P11229 whole entry, looked up): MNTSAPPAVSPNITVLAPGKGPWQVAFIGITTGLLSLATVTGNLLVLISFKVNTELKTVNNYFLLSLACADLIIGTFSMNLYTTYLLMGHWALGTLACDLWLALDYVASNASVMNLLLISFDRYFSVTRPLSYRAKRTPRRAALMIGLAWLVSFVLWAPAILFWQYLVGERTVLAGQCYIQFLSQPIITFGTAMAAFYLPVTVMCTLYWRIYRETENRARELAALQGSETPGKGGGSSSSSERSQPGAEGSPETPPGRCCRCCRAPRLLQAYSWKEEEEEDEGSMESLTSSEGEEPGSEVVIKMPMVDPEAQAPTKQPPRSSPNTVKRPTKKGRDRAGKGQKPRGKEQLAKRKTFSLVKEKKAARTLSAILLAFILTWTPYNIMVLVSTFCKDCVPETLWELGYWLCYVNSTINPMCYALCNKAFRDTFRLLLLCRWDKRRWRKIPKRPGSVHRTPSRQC
# CHO-K1 Ca PAM = nonselective calcium activators in parental CHO-K1 cells, primary screen, counter-screen for M1 PAM project, cell-based, Fluo-8 calcium fluorescence, full deck, 1536-well; ATP EC20; 0% at ATP EC20, 100% at ATP max; activation, % at 3 µM; hit rate 0.02% among 360,000;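 active = activation above the run cutoff, the mean activation of all test compounds plus 3 SD, cut at about 40% in these data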;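 also: peak over basal fluorescence ratio in a 140 s read after ATP addition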
# TAAR1 agonist = human TAAR1 agonists, primary screen, Fluo-8 calcium fluorescence, CHO RD-HGA16 cells; hit rate 0.99% among 360,000; activation, % at 3 µM; AID 624467, 2012; vehicle wells 0%, saturating PEA agonist 100%;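 active = activation above the mean activation of all test compounds in the run plus 3 SD, cut at about 38% in these data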
#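 Test system: RD-HGA16 (CHO) cells co-expressing Gα16 and hTAAR1 | Doses: Single dose, 3 µM | Schedule: 17-24 h seeding, 75 min 37 °C dye, 30 min RT | Evaluation: % activation from peak over basal fluorescence ratio, DMSO-to-PEA scaled | Technique: Kinetic Fluo-8 calcium fluorescence | Benchmarks: Low control DMSO, high control PEA (EC100)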
# CHO-K1 Ca antag = nonselective inhibitor or artifact in parental CHO-K1 cells; inhibition, % at 3 µM; hit rate 0.6% among 360,000; ATP-induced calcium, Fluo-8 fluorescence; AID 602250;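 active = inhibition above a per-plate cutoff, the plate's mean sample inhibition plus 3 SD, cut at about 24% in these data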;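 also: 0% = DMSO plus EC80 ATP and 100% = DMSO alone without ATP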
# Active calls of the source: *; x = not tested or not shown.
no.	Structure	TAAR1 antag	M1 ag parental	OXTR potentiate	CHO parental Ca	V1R ag counter	CHRM1 agonist	CHO-K1 Ca PAM	TAAR1 agonist	CHO-K1 Ca antag
1	CCOC(=O)C1(CC)NC(c2ccc(N(C)C)cc2)C2C(=O)N(C)C(=O)C21 (stereo unspecified)	17	-0.1	-21	-25	0.2	-1	10	8	0
2	O=C(CN1CCN(C/C=C/c2ccccc2)CC1)Nc1ccccc1C(=O)NC1CC1	-28	2.1	-12	-17	0.4	-3	14	11	-9
3	CC(C)c1csc(CN2CCC(CO)(Cc3ccccc3)CC2)n1	3	11	-7	-12	5.6	-14	14	10	7
4	CCOC(=O)[C@H]1[C@H]2COc3cc(OC)ccc3[C@@H]2N2C(=O)CN(CCc3c[nH]c4ccccc34)C(=O)[C@@]12C	16	0.9	-6	-16	0.2	-1	1	17	-4
5	O=C(N/N=C1/C(=O)c2cccc3cccc1c23)c1ccc(Cl)cc1	-1	0.1	-9	-16	-1.0	-5	13	2	-7
6	C/C(=N\NC(=O)C1CCCN(S(=O)(=O)c2ccccc2)C1)c1cccnc1 (stereo unspecified)	11	2.1	-4	-16	0.3	-3	10	8	-5
7	CC(C)(C)Cc1c(-c2ccc(Cl)cc2)nc2ccc(Cl)cn12	7	0.7	x	x	x	-9	19	1	-16
8	Cc1cc(C(F)(F)F)nn1CC(=O)N1CCCC1	18	0.3	-12	-19	0.2	-1	17	-1	-15
9	O/N=C1\CCCc2nnc3c(c21)CCCC3	6	0.4	-3	-13	0.2	-3	14	3	-3
10	CC(=O)c1c(C)nc2ccc(C)cc2c1-c1ccccc1	-11	0.7	8	-10	-1.0	-7	16	7	-12
11	CC1CC(=S)Nc2ccccc2N1Cc1ccccc1 (stereo unspecified)	7	0.3	-3	-21	-0.7	-15	-3	-3	-8
12	COc1ccc(CCNC(=O)c2nc3ncccn3n2)cc1OC	-8	-0.1	-11	0	1.0	0	1	4	6
13	Cc1ccc2nc(Nc3nc(CSc4nnnn4-c4ccccc4)cc(=O)[nH]3)nc(C)c2c1	14	0.1	1	-12	-0.7	-5	15	-1	-3
14	Cc1cccc(N2CCN(Cc3nc(-c4ccccc4Cl)oc3C)CC2)n1	-7	1.6	-9	-27	0.2	-11	15	0	-4
15	O=C(NCC(=O)N1CCC2(CC1)NCCc1[nH]cnc12)c1ccc(Br)cc1	-8	0.1	-7	3	-0.1	-3	-6	9	-11
16	COc1cc(NC(=O)CSc2nc(C)cc(C)n2)cc(OC)c1OC	-14	2.2	-9	-13	1.8	-3	3	2	-14
17	O=C(N/N=C/c1cc([N+](=O)[O-])ccc1O)/C(=C\c1cccs1)NC(=O)c1ccccc1	5	0.2	-5	-18	0.5	-3	7	3	-23
18	COc1ccc(CCN2CC(C(=O)N(C)Cc3ccccn3)CCC2=O)cc1 (stereo unspecified)	-11	1.7	x	x	x	-2	24	2	-16
19	COC(=O)CN1C(=O)COc2ccc(Cl)cc21	-19	0.6	-2	-6	1.0	-4	21	1	-3
20	O=C1NC[C@@H](CCCCN2C[C@H](Cc3ccc(O)cc3)N(CCC3CCCCC3)C(=O)C2=O)N(CCc2ccc(O)cc2)C1=O	25	2.1	x	x	x	x	15	2	-19
21	CCN1CCN(C(=O)c2nn(-c3ccc(OC)cc3)c(=O)c3c2c2ccccc2n3C)CC1	4	2.4	-12	-12	1.1	-5	9	4	-8
22	COc1ccc(OCCC(=O)OCC(=O)Nc2cccc(Br)c2)cc1	11	0.5	0	-8	0.9	-2	7	-1	-4
23	COc1cc(/C=C2\SC(=O)N(c3ccccc3Cl)C2=O)cc([N+](=O)[O-])c1O	9	0.0	x	x	x	-2	16	-2	-12
24	CCn1c(CNc2ccc(Cl)cc2)nnc1SCC(=O)OC1CCCCC1	11	1.9	-20	-1	8.8	-4	-9	10	13
25	CC1OC(c2ccccc2)OC2COC(c3ccccc3)OC12 (stereo unspecified)	-20	0.0	x	x	x	1	-14	2	-10
26	COc1ccc(NC(=O)CN(C)S(=O)(=O)c2ccc3c(c2)CCCN3C(C)=O)cc1	-7	5.1	-15	-18	2.0	1	-4	2	-6
27	CC(N)c1csc(Nc2ccc(S(C)(=O)=O)cc2)n1 (stereo unspecified)	0	0.0	x	x	x	-3	0	5	0
28	CCCCCCn1c(=O)c(-c2ccccc2)c(O)c2ccccc21	-6	-0.3	-4	-18	-0.1	-4	5	-2	-9
29	CCCCN1C(=O)C(=O)N(CC(=O)N2CCN(c3ccccc3)CC2)C1=O	-10	1.0	3	-20	0.1	-3	2	0	-3
30	CC(=O)N1CCN(S(=O)(=O)c2cccc(C(=O)Nc3nccs3)c2)CC1	1	0.2	0	-1	-0.4	-8	6	1	-12
31	Cc1ccc(COC(=O)Cc2coc3cc(O)ccc23)cc1	17	0.1	-9	5	1.3	-2	5	-4	-12
32	O=C1Nc2ccccc2O/C1=C\c1ccccc1	-7	-0.1	-10	-2	0.3	-4	2	4	-3
33	CCc1ccccc1NC(=O)C1CCCN(c2nccc(C)n2)C1 (stereo unspecified)	-11	0.6	7	-24	1.7	-4	4	-2	-6
34	COc1ccc(C2(C(=O)Nc3ccccc3)CCOCC2)cc1	4	0.0	-3	-3	-0.8	-3	0	12	4
35	Nn1c(SCC(=O)N2CCCc3ccccc32)nnc1-c1ccc(Cl)cc1	4	-0.4	7	-24	-0.8	-3	2	4	13
36	COc1ccccc1N1CCN(Cc2nc(N)nc(Nc3ccc(C)cc3)n2)CC1	8	2.3	-15	-33	0.2	-2	10	11	-7
37	COc1ccc2[nH]c(C(=O)Nc3ccc(C)c(F)c3)cc2c1	-20	5.2	-11	-10	3.8	0	1	7	-4
38	CCOC(=O)C1CCN(C(=O)CCc2ccccc2)CC1	11	0.6	-1	-4	0.9	-4	26	6	-15
39	O=C1NCCNC(=O)c2ccccc2OCCOc2ccccc21	3	2.2	-9	5	0.7	-7	2	6	-3
40	COc1ccc(OC)c([N+](=O)[O-])c1C(N)=O	-19	1.0	-5	1	-0.1	-3	3	1	-8
41	COc1ccc(CCNC(=O)C2CC3Cn4c(nc5cc(Cl)c(Cl)cc54)C3N2C)cc1 (stereo unspecified)	16	3.5	-10	-4	4.0	-2	-2	8	0
42	O=C(NCc1ccco1)c1ccc(Br)c(S(=O)(=O)N2CCCCC2)c1	-12	1.7	-8	-10	3.9	-2	0	6	2
43	COc1ccc(C(=O)Nc2cccc3c2CCCC3)cc1OC	-2	0.9	3	-10	0.1	-2	0	8	-10
44	Cc1c(/C=N/NC(=O)C(NC(=O)c2ccc3c(c2)OCO3)C(C)C)c2ccccc2n1C (stereo unspecified)	-5	-1.0	-17	-30	-1.2	-7	11	-4	-26
45	COCCN(C(=O)COC(=O)/C=C/c1ccc2c(c1)OCO2)c1c(N)n(Cc2ccccc2)c(=O)[nH]c1=O	-25	0.1	-3	-9	-1.4	-3	-11	1	5
46	O=S(=O)(Nc1ccc(O)c(Sc2nc3ccccc3s2)c1)c1ccc(Cl)cc1	-2	2.7	-7	-1	4.8	1	18	13	-2
47	COC(=O)c1c(-c2ccc(OC)cc2)sc2ccc(N3CCOCC3)cc12	9	1.0	3	-24	0.6	-6	20	11	-20
48	COc1ccc(S(=O)(=O)N2CCOCC2)cc1NC(=O)CSc1cc(C)ccc1C	4	1.9	x	x	x	-1	11	2	-7
49	CCN1CC=C2C(C1)C(c1ccc(Cl)s1)C(C#N)=C(N)C2(C#N)C#N (stereo unspecified)	-2	4.4	-9	-1	5.1	1	3	21	-2
50	Cc1ccc2[nH]c3c(N4CCN(Cc5ccccc5)CC4)ncnc3c2c1	30	7.5	-25	28	8.6	3	-21	28	8

# (next part)
no.	Structure	TAAR1 antag	M1 ag parental	OXTR potentiate	CHO parental Ca	V1R ag counter	CHRM1 agonist	CHO-K1 Ca PAM	TAAR1 agonist	CHO-K1 Ca antag
51	Clc1ccc(CSc2nccn2Cc2ccccc2)cc1	38	0.8	-23	31	3.4	-6	7	16	2
52	FC(F)(F)c1cc(-c2ccco2)nc2ncnn12	10	-0.1	-8	0	0.4	-4	-13	0	15
53	O=C(O)c1ccc(NCc2ccc3c(c2)OCO3)cc1	15	-0.1	-4	-4	1.2	-1	0	4	0
54	COc1ccc(-c2cn(-c3ccc(Cl)cc3)c3[n+]2CCCCC3)cc1	4	0.0	2	-2	-1.0	-8	8	4	-5
55	O=C(NC1CCN(Cc2ccccc2)CC1)c1ccc(Oc2cc(Cl)cc(Cl)c2)o1	-14	3.7	-10	-21	0.1	-3	11	11	-7
56	CCC(=O)Nc1cc(NC(=O)CSc2ncc(-c3ccc(F)cc3)n2Cc2ccco2)ccc1C	15	0.8	-15	-19	0.9	-5	-5	9	18
57	CS(=O)(=O)c1ccccc1C(=O)Nc1cc(Cl)ccc1-n1cncn1	-3	0.1	-3	-6	-1.1	0	-19	2	-4
58	COC(=O)COc1c(Cl)cc(C(c2c(C)[nH][nH]c2=O)c2c(C)[nH][nH]c2=O)cc1OC	-13	0.1	x	x	x	0	-7	2	10
59	CC(c1ccccn1)N(C)C(=O)c1ccc2nc(Cc3cccc(Cl)c3)oc2c1 (stereo unspecified)	-2	2.8	-7	-18	2.5	-5	15	0	-11
60	CCOC(=O)N1CCN(C(=O)C2CCCN(S(=O)(=O)c3c(C)cc(C)cc3C)C2)CC1 (stereo unspecified)	1	6.2	2	-29	1.3	-2	15	1	-8
61	O=C(N1CCOCC1)N1CCN(S(=O)(=O)c2ccc(Cl)cc2)CC1	6	1.0	-4	-7	1.8	-3	16	0	-11
62	CCc1ccc(NC(=S)/N=C(\N)Nc2nc(C)c3cc(CC)ccc3n2)cc1	-9	-0.5	-4	-12	-0.7	-8	4	0	-10
63	CN(C)S(=O)(=O)c1cccc(NC(=O)c2ccc3c(c2)OCCO3)c1	8	3.5	-3	-36	3.9	-5	-21	5	-9
64	Cc1ccc(-n2c(SCC(=O)Nc3ccc4c5c(cccc35)CC4)nc(O)cc2=O)cc1	1	0.1	-8	-15	0.7	-3	-2	6	-9
65	Cc1c(CCC(=O)NCCCn2ccnc2)c(=O)oc2c(C)c3oc4c(c3cc12)CCCC4	x	-0.7	-1	-18	-1.1	-14	4	x	-7
